p97 ATPase inh: inhibitors of human p97 ATPase, primary screen, biochemical; Transitional endoplasmic reticulum ATPase (Homo sapiens), P55072; recombinant p97 ATPase, Kinase-Glo ATP luminescence, 3 h; inhibition, % at 8 µM; 220,000 compounds, 0.42% hits; AID 1481, 2009; in the data active means inhibition above about 15%;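 further: 0% = DMSO vehicle and 100% = wells lacking enzyme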
Calpain2 inh: inhibitors of pig calpain II, primary screen, biochemical, fluorogenic peptide substrate, 1536-well; purified calpain II, 30 min; 220,000 compounds, 0.37% hits; inhibition, % at 16 µM;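 active means inhibition above about 50%, limit read from the data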
Runt-SMMHC FRET: inhibitors of RUNX1 Runt–CBFb-SMMHC binding, primary screen, biochemical, FRET, Cerulean-Runt, Venus-CBFb-SMMHC, uHTS. inhibition, % at 20 µM. 220,000 compounds, 0.74% hits. Runt-related transcription factor 1 (Homo sapiens) + Core-binding factor subunit beta …. Cerulean-Runt/Venus-CBFb-SMMHC FRET ratio 530/480, 1 h;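 active means mean inhibition across duplicate retests at 20 µM reaching about 50%, limit read from the data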;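 further: 0% = DMSO wells and 100% = wells with excess untagged CBFb-SMMHC; inhibitors lower the FRET ratio by blocking Runt binding to CBFb-SMMHC; some results filed as inactive read as strong as hits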
NCF1 inh: p47phox/p22phox peptide binding inhibitors, primary screen, biochemical, uHTS, NADPH oxidase regulatory subunit; AID 1274, 2008; fluorescence polarization, 2 h; inhibition, % at 24.7 µM; 220,000 compounds, 0.53% hits; Neutrophil cytosol factor 1 (Homo sapiens), P14598;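 active means inhibition above about 30%, limit read from the data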;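 further: 0% = p47phox with labelled peptide and 100% = labelled peptide alone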
Target sequence (P14598 whole entry, looked up): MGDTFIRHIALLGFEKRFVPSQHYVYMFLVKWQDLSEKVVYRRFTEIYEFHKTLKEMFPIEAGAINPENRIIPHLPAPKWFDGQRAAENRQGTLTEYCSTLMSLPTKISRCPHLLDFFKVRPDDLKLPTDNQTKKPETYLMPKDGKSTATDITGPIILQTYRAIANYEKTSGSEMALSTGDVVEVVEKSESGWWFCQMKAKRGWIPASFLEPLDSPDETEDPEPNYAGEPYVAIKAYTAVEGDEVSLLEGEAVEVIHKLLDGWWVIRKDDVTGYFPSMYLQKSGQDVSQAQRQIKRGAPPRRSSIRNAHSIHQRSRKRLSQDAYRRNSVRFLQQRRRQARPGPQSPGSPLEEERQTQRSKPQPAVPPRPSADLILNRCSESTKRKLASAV
Furin inh: human furin inhibitors, primary screen, biochemical, fluorescence intensity | P09958 | purified furin, fluorogenic substrate cleavage | AID 463115, 2010 | 220,000 compounds, 0.061% hits | inhibition, % at 30 µM; in the data active means inhibition above about 25%; further: inactives centre near -15
Target sequence (P09958 108-714 limits assumed): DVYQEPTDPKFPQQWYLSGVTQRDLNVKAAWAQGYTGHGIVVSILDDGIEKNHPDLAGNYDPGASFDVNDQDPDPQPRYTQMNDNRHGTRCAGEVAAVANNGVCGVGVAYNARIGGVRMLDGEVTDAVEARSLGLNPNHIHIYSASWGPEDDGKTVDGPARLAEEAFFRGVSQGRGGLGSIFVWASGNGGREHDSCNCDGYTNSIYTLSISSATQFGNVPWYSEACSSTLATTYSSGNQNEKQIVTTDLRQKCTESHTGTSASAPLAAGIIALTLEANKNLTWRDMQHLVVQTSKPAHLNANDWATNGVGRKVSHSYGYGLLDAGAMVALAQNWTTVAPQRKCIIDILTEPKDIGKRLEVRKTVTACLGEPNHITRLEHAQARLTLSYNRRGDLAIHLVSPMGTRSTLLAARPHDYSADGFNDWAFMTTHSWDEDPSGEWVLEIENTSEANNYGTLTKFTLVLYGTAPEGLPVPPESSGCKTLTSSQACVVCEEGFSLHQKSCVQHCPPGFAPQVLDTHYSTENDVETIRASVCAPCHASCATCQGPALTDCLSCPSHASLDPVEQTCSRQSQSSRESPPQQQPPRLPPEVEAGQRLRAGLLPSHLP
RBBP9 inh: human RBBP9 inhibitors, primary screen, biochemical, fluorescence polarization, FP-Rh probe, HTS. recombinant RBBP9. inhibition, % at 7.94 µM. 220,000 compounds, 0.2% hits;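 active means inhibition above the campaign mean of all tested compounds plus 3 SD, cut at about 14% in these data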;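 further: plate controls were DMSO wells with RBBP9 for no effect and wells lacking RBBP9 protein for full effect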
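Assay system: recombinant human RBBP9; Reagent: Serine-hydrolase probe FP-Rh, 375 nM pre-mixing; Doses: 7.94 µM single dose, 0.794% DMSO; Incubation: 30 min then 45 min, 25 °C; Detection: fluorescence polarization (mP), excitation 525 nm, emission 598 nm; Evaluation: percent inhibition from mP, scaled between DMSO and no-protein wells.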
Runt-CBFb FRET: inhibitors of RUNX1 Runt–CBFb binding, primary screen, biochemical, FRET, Cerulean-Runt, Venus-CBFb, uHTS. Runt-related transcription factor 1 (Homo sapiens) + Core-binding factor subunit beta …. Cerulean-Runt/Venus-CBFb FRET ratio 530/480, 1 h. inhibition, % at 20 µM. 220,000 compounds, 0.46% hits. AID 1496, 2009;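 active means inhibition over about 50% at 20 µM in the single-dose screen, limit read from the data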;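 further: 0% = DMSO wells and 100% = excess unlabeled CBFb competitor control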
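Measured by: fluorescence energy transfer, 422 nm excitation, 530/480 nm emission; Assay system: Cerulean-Runt domain; Medium: Tris pH 7.5 buffer with BSA; Measure: loss of energy transfer signal; Controls: 5 µM unlabeled CBFb as full-inhibition high control; Incubation: protein complex preformed 1 h, compound exposure 1 h, room temperature, dark.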
Tb hexokinase: Trypanosoma brucei hexokinase 1 inhibitors, primary screen, biochemical, G6PDH-coupled NADH absorbance, MLSCN library; 220,000 compounds, 0.11% hits; recombinant TbHK1, G6PDH-coupled NADH A340; inhibition, % at 10 µM; hexokinase 1 [Trypanosoma brucei];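 active means inhibition of 50% or more in the single-dose primary screen; inactive means inhibition below 50%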
EBV gp42 inh: Epstein-Barr virus gp42 inhibitors, primary screen, biochemical, uHTS, fluorescence polarization; Glycoprotein 42 (Epstein-Barr virus (strain AG876)), Q1HVG2; Fluorescence polarization binding assay, mP read-out; inhibition, % (tested at 21.74 µM); 220,000 compounds, 0.42% hits; AID 1085, 2008; in the data active means inhibition above about 50%
* hit, by the source's call; . = not tested or not shown; [ ] = remark or other dose.

p97 ATPase inh,Calpain2 inh,Runt-SMMHC FRET,NCF1 inh,Furin inh,RBBP9 inh,Runt-CBFb FRET,Tb hexokinase,EBV gp42 inh,SMILES
-1,-14,-1,-7,-10,-1,-3,32,-7,Cc1ccc(NC(=O)NC2CCCCC2)c(C)c1
1,12,0,-1,-11[20 µM],-6,-2,2,-18,COc1ccc(OC)c(NC(=O)CSc2nnc(C)n2Cc2ccccc2)c1
-1,9,-3,-8,-3,-15,-2,11,1,O=c1[nH]c2ccc(NS(=O)(=O)c3ccc4ccccc4c3)cc2[nH]1
4,22,5,-15,-18,-7,-1,26,-32,CCc1nc(Sc2nnnn2-c2ccccc2)c2c3c(sc2n1)CCCC3
.,-19,-7,15,-9,.,-4,-10,-27,NC(=O)CC(NC(=O)Cc1cccc2ccccc12)c1ccc(NC2CCCCCCC2)c([N+](=O)[O-])c1 (stereo not drawn)
2,-248,1,-9,-32,-5,1,3,-21,Cc1ccc(-c2nnc3ccc(SCC(=O)Nc4cc(C)on4)nn23)cc1
-4,31,-60,-8,-9[20 µM],-4,-16,-4,-20,Cc1ccc(C(=O)/C=C/Nc2ccc([N+](=O)[O-])cc2Br)cc1
-3,-29,-6,-20,-14[20 µM],1,-2,-4,-13,Cc1ccc(-c2nc(-c3cccnc3)no2)c(C)c1
-1,-19,-6,5,-1[20 µM],-7,-2,-6,-9,Cc1ccccc1NC(C)C(=O)N/N=C/c1ccccc1OCc1cccc(Br)c1 (stereo not drawn)
9,-8,-1,-7,-20,1,1,-9,-14,COc1cc(OC)c2c(c1)C(=O)OC2
-1,-8,0,-3,-9,-3,-1,32,-10,COc1ccccc1N(CC(=O)NC(C)(C)C)S(=O)(=O)c1cccs1
6,-11,-8,-3,-32,-4,.,0,0,CCOC(=O)Cn1c(CN2CC(C)OC(C)C2)nc2c1c(=O)n(C)c(=O)n2C (stereo not drawn)
2,-39,-116,-17,-24[20 µM],-6,-21,-2,-15,Cc1ccc2[nH]c(C)c(CC(=O)O)c2c1
3,-10,2,-4,-13,0,-3,-13,-5,Cc1cc(NC(=O)CSc2nc(C(C)C)nc3sc4c(c23)CCCC4)no1
3,-6,-4,4,-31,-7,2,-5,-16,COc1ccc(C2CCCN2C(=O)Nc2ccc(Cl)cc2)cc1OC (stereo not drawn)
-5,.,2,.,-24,-7,-1,-3,.,C/C(N)=C(/C#N)C(=O)COC(=O)CC1CCCC1
-1,6,-6,-2,-23,-2,0,2,-9,OC1CCN(CC(O)C(F)(F)F)CC1 (stereo not drawn)
3,-1,-25,-24,-24,-4,-54,-3,-24,CCOc1ccc(N=Cc2c(O)c3ccccc3oc2=O)cc1
-2,9,4,-3,-19,-4,-4,-13,-19,Cc1ccc2cc(CN(CC3CCCO3)S(=O)(=O)c3cccc4nsnc34)c(=O)[nH]c2c1 (stereo not drawn)
2,-8,11,-4,-12[20 µM],3,-1,3,-32,Cc1ccc(-c2nnn(CC(=O)N(CC3CCCO3)C(C(=O)NCC3CCCO3)c3ccc(F)cc3)n2)o1 (stereo not drawn)
5,-12,0,-11,-23,-1,0,-2,-1,N#Cc1cccc(NCC(=O)Nc2ccc3c(c2)OCCO3)c1
-1,-27,1,-5,-26,1,-1,0,-8,COC(=O)C1=C(N)Oc2cc(C)n(Cc3cccnc3)c(=O)c2C1c1cc(OC)ccc1OC (stereo not drawn)
-3,-8,-6,-2,-16[20 µM],-2,0,-3,-25,CN1CCN(S(=O)(=O)c2ccc(NC(=O)C(C)(C)C)cc2)CC1
-1,10,-4,0,-7,-6,1,-8,3,Cc1c(NC(=O)CSCc2ccc(Br)cc2)c(=O)n(-c2ccccc2)n1C
9,-16,-6,-1,20[20 µM],3,-2,-3,-9,CC(C)(C)c1cc(CN2CCOCC2)c(C(=O)O)o1
5,-34,1,-7,-9[20 µM],0,2,5,-8,Cc1cc(NC(=O)CSc2nnnn2C)n(-c2ccccc2)n1
3,-20,1,0,-14,-2,-2,4,-1,CS(=O)(=O)N(CC(=O)Nc1ccc(S(=O)(=O)N2CCOCC2)cc1)c1cccc(F)c1
-3,5,1,-10,-11[20 µM],-10,1,12,-16,Cc1ccc(CSc2nc3ccccc3c(=O)n2Cc2ccco2)cc1
4,-16,-4,-10,-20[20 µM],1,3,-4,-19,Cn1c(SCC(=O)OCc2ccccc2)nnc1-c1ccco1
0,9,30,-9,-11[20 µM],-8,17,0,1,N#Cc1c(/N=C/c2ccco2)sc2c1CCC2
1,-7,-1,-7,-23,-9,0,-3,-10,Cc1c(C=O)c2ccccn2c1C(=O)c1ccc(Cl)c([N+](=O)[O-])c1
-3,15,8,-4,-4,-11,3,41,0,O=C(CSc1nnc(NC(=O)C2CC2)s1)NCc1ccco1
0,-21,-1,-12,-20,8,0,6,-19,Cc1cccc(NC(=O)Nc2cccc(F)c2)n1
6,-423,-7,10,-11[20 µM],-3,-2,-21,-15,COc1ccc(CC(=O)Nc2ccc(-c3cn4ccccc4n3)cc2)cc1OC
-2,28,-2,-4,-16[20 µM],-8,0,-4,-5,COc1cc(Cl)c(C)cc1NC(=O)CSC
5,6,4,-13,-14,-7,0,-5,-13,O=C(CSC1CCCCC1)N1CCN(c2ccccc2)CC1
-1,-99,-13,-17,-8,5,-8,-19,6,COc1ccccc1NS(=O)(=O)c1ccc(N/N=C/c2ccccc2OCC(=O)O)c([N+](=O)[O-])c1
1,26,-1,-3,3,-4,2,20,-6,O=c1[nH]cc([N+](=O)[O-])cc1Br
1,-18,1,-11,-16[20 µM],4,11,-24,1,CCOC(=O)C1CCCN(C/C(O)=C(\C#N)c2nc(-c3ccccc3)cs2)C1 (stereo not drawn)
-9,12,3,6,2,-17,-1,7,8,CC1=C(C(=O)Nc2ccccc2)C(c2cccnc2)n2ncnc2N1 (stereo not drawn)
5,2,1,-2,-9,-2,1,-32,-15,O=C1N=NC2=C1c1c3ccccc3c(O)n1CC2
9,-10,2,-4,-23,-9,0,4,-10,COc1ccccc1OCCC(=O)OCC(=O)c1c(N)n(C)c(=O)n(C)c1=O
4,-36,0,-9,-13[20 µM],-5,0,-4,-14,Cc1cccc(NC(=O)CCCN2C(=O)c3cccc4cccc(c34)C2=O)c1
6,-14,-15,-1,-10[20 µM],-1,-7,-14,-21,Cc1nc2ccc(NC(=S)NC(C)C)cc2nc1C
6,5,-2,-10,-7,1,-4,-17,-4,Cc1[nH]c2ccccc2c1/C=C(/C#N)C(=O)NC(C)C
3,-11,-3,-15,-23,-4,-1,-6,-3,O=C(Nc1ccccc1F)c1ccc(Cn2cc(Br)cn2)cc1
3,-42,0,0,-8[20 µM],-4,0,3,-1,COC(=O)c1ccc(NC(=O)C2C3CCC(C3)C2C(=O)O)cc1 (stereo not drawn)
-2,-34,-8,-42,-29,0,6,-6,-12,CCOC(=O)N1CCC(N2CCCC(CO)(Cc3cccc(Cl)c3)C2)CC1 (stereo not drawn)

Some of the entries so far, as a markdown table:
| molecule | p97 ATPase inh | Calpain2 inh | Runt-SMMHC FRET | NCF1 inh | Furin inh | RBBP9 inh | Runt-CBFb FRET | Tb hexokinase | EBV gp42 inh |
| --- | --- | --- | --- | --- | --- | --- | --- | --- | --- |
| O=C(Nc1ccccc1F)c1ccc(Cn2cc(Br)cn2)cc1 | 3 | -11 | -3 | -15 | -23 | -4 | -1 | -6 | -3 |
| O=C1N=NC2=C1c1c3ccccc3c(O)n1CC2 | 5 | 2 | 1 | -2 | -9 | -2 | 1 | -32 | -15 |
| Cc1cccc(NC(=O)CCCN2C(=O)c3cccc4cccc(c34)C2=O)c1 | 4 | -36 | 0 | -9 | -13[20 µM] | -5 | 0 | -4 | -14 |
| CCOC(=O)N1CCC(N2CCCC(CO)(Cc3cccc(Cl)c3)C2)CC1 (stereo not drawn) | -2 | -34 | -8 | -42 | -29 | 0 | 6 | -6 | -12 |

(continued)
p97 ATPase inh,Calpain2 inh,Runt-SMMHC FRET,NCF1 inh,Furin inh,RBBP9 inh,Runt-CBFb FRET,Tb hexokinase,EBV gp42 inh,SMILES
3,-32,1,-4,-21,3,-2,-4,4,Cc1nn2cc(-c3ncc(C(F)(F)F)cc3Cl)cnc2c1Br
2,-112,1,-12,-27,-9,-2,-17,-9,Cc1nn(-c2ccccc2)c2nc(-c3cccs3)cc(C(=O)NN)c12
-6,19,-2,0,-14[20 µM],-8,0,3,-5,COCCn1c(SCC(=O)Nc2cccc(OC)c2)nnc1-c1ccc(Cl)cc1
3,-30,2,-10,-29,-3,-1,2,1,CNC(=O)C1CC(=O)N(c2ccc(F)c(Cl)c2)C1 (stereo not drawn)
-3,28,-113,33*,-8[20 µM],-9,-53,0,-174,CCCCCCN1C=CC(=C/C=C(\C#N)C(=O)OCC)C=C1
1,-134,13,-9,-20,-4,4,-10,-23,CCOC(=O)c1ccc(C(=O)OCC)c(NC(=S)Nc2ccc([N+](=O)[O-])cc2OC)c1
3,23,0,-4,-8,-5,-6,2,0,C=CCn1c(SCC(=O)N2CCc3ccccc3C2)nc2sc(CC)cc2c1=O
-2,12,3,-7,-4,-6,2,35,-6,O=C(NNC(=O)c1ccc(F)cc1)C(=O)N1CCCCC1
1,2,-1,-1,-14[20 µM],-7,2,54*,-9,Cc1nn(C)c(C)c1C(=O)NN
-2,8,-3,.,-26,2,-3,-2,-16,O=C(Nc1ccccc1)C1=C[C@@H](C2CCCCC2)C[C@@H](OCCCCO)O1
-1,17,8,-13,-26,4,-2,7,10,CC(C)[C@H](NC(=O)c1ccccc1)C(=O)OCC(=O)N1CCCc2ccccc21
4,13,1,-3,-11,-9,-2,-9,-24,CCc1c(C)nc2ncnn2c1N1CCCC(C(=O)NCc2ccc3c(c2)OCO3)C1 (stereo not drawn)
-1,15,-2,-1,-23,-3,-3,3,6,COC(=O)Cc1ccc(N(Cc2ccccc2F)S(=O)(=O)c2ccc(C)cc2)cc1
2,-14,-3,2,-23,-3,1,-5,-11,CCOC(=O)CC(NC(=O)CCc1c(C)nc2nc(C)nn2c1C)c1ccc(C)cc1 (stereo not drawn)
3,-16,-1,-8,-13[20 µM],-7,0,2,-6,Cc1cccnc1NC(=O)c1ccccc1NC(=O)C(C)(C)C
2,-3,1,4,-18,5,0,-3,-13,CCOc1ccc(N(CC(=O)N/N=C/c2cccnc2)S(C)(=O)=O)cc1
-4,-12,1,-12,-14[20 µM],-7,0,-9,-17,O=C(c1ccc(Br)o1)N1CCN(c2ccccc2F)CC1
-1,24,-1,-4,-11,-1,-1,4,0,Cc1ccc(NC(=O)N2CCCC(c3nc(-c4ccc(F)cc4)no3)C2)cc1 (stereo not drawn)
-5,-41,14,-23,-14,-3,31,-9,18,Cc1cccc(/C=N/c2sc3c(c2C(=O)OC(C)(C)C)CCN(C)C3)c1O
-4,8,-3,-10,-7[20 µM],-1,1,-5,2,COc1ccc(/C=N/NS(=O)(=O)c2ccc(C)cc2)cc1OC(=O)c1ccccc1
-1,3,4,-3,-1,-10,-1,-7,-11,CC1CCCCN1C(=O)COC(=O)/C=C/c1ccc2ccccc2n1 (stereo not drawn)

Source: PubChem (several laboratories)

No enrichment for hits. About 2.7% of those tested had a hit in this group.
